NCI-60 one-dose screen, 48 h, at 10 µM unless noted. Numbers give growth in % (100 = growth as untreated, 0 = no growth, -100 = all killed).
RPMI-8226: RPMI-8226 leukemia cells; actives 7.5% (n = 77,000)
A549/ATCC: A549/ATCC NSCLC; AID 1794740; actives 3.7% (n = 81,000)
EKVX: EKVX NSCLC. AID 1794765. actives 3% (n = 71,000)
M14: M14 melanoma; actives 6.2% (n = 80,000); AID 1794745
CCRF-CEM: CCRF-CEM leukemia. actives 7% (n = 77,000)
UACC-62: UACC-62 melanoma | AID 1794756 | actives 5.4% (n = 81,000)
HOP-62: HOP-62 NSCLC | actives 3.9% (n = 80,000) | AID 1794735
HOP-92: HOP-92 NSCLC cells | actives 6.3% (n = 71,000)
* = called active by the depositor; . = no result given; & = joins results of further samples. How the source made its calls: active means growth percent below 10; inactive means the rest. Random draw from the library; overall some 12% were active at least once.

The first 17 entries, to show the layout:
SMILES	RPMI-8226	A549/ATCC	EKVX	M14	CCRF-CEM	UACC-62	HOP-62	HOP-92
CC(C)Cc1ccc(C(C)C(=O)OC2CC(C)(C)N([O])C(C)(C)C2)cc1 (configuration not stated)	97	105	99	101	92	94	100	88
CC(C)(C)Nc1c(-c2c(O)c3ccccc3oc2=O)nc2sccn12	96	101	102	105	98	103	123	84
CN(C)C(=O)C1CC=CCC1C(=O)N(C)C (configuration not stated)	98	97	.	107	80	100	96	.
O=c1c2ccccc2c(=O)n(-c2ccccc2)n1-c1ccccc1	110	115	97	105	101	97	98	115
COc1cc(-c2cc(N)n(-c3nc4ccccc4[nH]3)n2)cc(OC)c1OC	104	97	92	103	101	99	113	95
COc1ccc2cc([C@H](C)C(=O)Oc3cc(C)ccc3C(C)C)ccc2c1	.	104	96	99	101	96	101	112
O=C(Cn1nnc2ccccc21)N/N=C/c1ccccc1O	70	64	76	65	36	49	48	85
CC(=O)Nc1ccc(-c2cn(-c3cccc(C(=O)Nc4cc(Cl)cc(Cl)c4)c3)nn2)cn1	97	116	113	103	100	108	109	122
Nc1cc(=O)[nH]c(SCC(=O)Nc2nc(-c3ccccc3)cs2)n1	91	104	81	96	100	81	84	82
O=C1/C(=C\c2cccnc2)SC(=S)N1CCc1ccc(O)cc1	17	94	65	60	24	60	46	27
O=C(Nc1ccc(I)cc1F)c1cc(-c2ccc(F)cc2F)ccc1O	-18*	9.9*	0.8*	29	7.6*	-14*	-11*	-26*
Cn1cc(-c2nnc(N)nc2-c2c[nH]c3ccc(Br)cc23)c2ccccc21	100	89	84	92	92	74	102	97
CC(=O)Nc1nc(C)c(C(=O)NNC(=O)Nc2ccccc2)s1	92	99	153	107	80	78	.	61
O=C(Nc1ccc(Oc2cccc(Cl)c2)c(Cl)c1)c1cnccn1	18	24	53	20	17	28	41	62
Cc1c(C(=O)NC(Cc2ccccc2)C(O)C(=O)NC(C)C)[nH]c2ccccc2c1=O (configuration not stated)	110	99	95	106	100	101	106	104
Nc1n[nH]c2ccc([C@@H]3Nc4c(F)cc5[nH]ncc5c4[C@H]4C5CCC(C5)[C@@H]34)cc12 (some centres not stated)	21	17	32	9.5*	18	38	38	31
COC(=O)C(NC(=O)C1(NC(=O)OCc2ccccc2)CCCC1)C(C)C (configuration not stated)	103	101	103	106	97	109	92	.

Main list, from the start:
SMILES	RPMI-8226	A549/ATCC	EKVX	M14	CCRF-CEM	UACC-62	HOP-62	HOP-92
CC(C)Cc1ccc(C(C)C(=O)OC2CC(C)(C)N([O])C(C)(C)C2)cc1 (configuration not stated)	97	105	99	101	92	94	100	88
CC(C)(C)Nc1c(-c2c(O)c3ccccc3oc2=O)nc2sccn12	96	101	102	105	98	103	123	84
CN(C)C(=O)C1CC=CCC1C(=O)N(C)C (configuration not stated)	98	97	.	107	80	100	96	.
O=c1c2ccccc2c(=O)n(-c2ccccc2)n1-c1ccccc1	110	115	97	105	101	97	98	115
COc1cc(-c2cc(N)n(-c3nc4ccccc4[nH]3)n2)cc(OC)c1OC	104	97	92	103	101	99	113	95
COc1ccc2cc([C@H](C)C(=O)Oc3cc(C)ccc3C(C)C)ccc2c1	.	104	96	99	101	96	101	112
O=C(Cn1nnc2ccccc21)N/N=C/c1ccccc1O	70	64	76	65	36	49	48	85
CC(=O)Nc1ccc(-c2cn(-c3cccc(C(=O)Nc4cc(Cl)cc(Cl)c4)c3)nn2)cn1	97	116	113	103	100	108	109	122
Nc1cc(=O)[nH]c(SCC(=O)Nc2nc(-c3ccccc3)cs2)n1	91	104	81	96	100	81	84	82
O=C1/C(=C\c2cccnc2)SC(=S)N1CCc1ccc(O)cc1	17	94	65	60	24	60	46	27
O=C(Nc1ccc(I)cc1F)c1cc(-c2ccc(F)cc2F)ccc1O	-18*	9.9*	0.8*	29	7.6*	-14*	-11*	-26*
Cn1cc(-c2nnc(N)nc2-c2c[nH]c3ccc(Br)cc23)c2ccccc21	100	89	84	92	92	74	102	97
CC(=O)Nc1nc(C)c(C(=O)NNC(=O)Nc2ccccc2)s1	92	99	153	107	80	78	.	61
O=C(Nc1ccc(Oc2cccc(Cl)c2)c(Cl)c1)c1cnccn1	18	24	53	20	17	28	41	62
Cc1c(C(=O)NC(Cc2ccccc2)C(O)C(=O)NC(C)C)[nH]c2ccccc2c1=O (configuration not stated)	110	99	95	106	100	101	106	104
Nc1n[nH]c2ccc([C@@H]3Nc4c(F)cc5[nH]ncc5c4[C@H]4C5CCC(C5)[C@@H]34)cc12 (some centres not stated)	21	17	32	9.5*	18	38	38	31
COC(=O)C(NC(=O)C1(NC(=O)OCc2ccccc2)CCCC1)C(C)C (configuration not stated)	103	101	103	106	97	109	92	.
NC(N)=Nc1nc2ccccc2o1	58	109	109	80	80	104	88	-9.0*
O=C(c1cn[nH]c1-c1ccccc1)N1CCN(Cc2nc3sc4c(c3c(=O)[nH]2)CCCC4)CC1	108	96	97	107	96	94	108	99
NCCCC(O)(P(=O)(O)O)P(=O)(O)O	.	110	93	103	107	107	113	.
O=c1[nH][n+](-c2cccc([N+](=O)[O-])c2)no1	60	88	63	97	54	29	84	94
CC(O)CNC(C(=O)c1ccccc1)c1ccccc1 (configuration not stated)	106	90	103	106	105	106	105	99
CC(C)[C@H](C(=O)N(C(=O)NC1CCCCC1)C1CCCCC1)N1C(=O)c2ccccc2C1=O	106	75	95	106	107	90	70	93
COc1cccc2cc(-c3cc4ccccc4[nH]3)/c(=N/C(=O)Nc3ccccc3)oc12	157	99	89	94	.	93	63	24
COC(=O)C1CCC(=O)N1C(=O)NC1CCCCC1 (configuration not stated)	109	97	104	94	114	94	98	107
ON=C1CCCC1	108	98	.	92	115	106	98	94
COc1cc(C)ccc1Oc1ccc([N+](=O)[O-])cc1	.	95	80	108	84	87	98	.
COc1ccc(-c2c(C#N)c(-c3ccc(Cl)cc3)nc3c2c(-c2ccccc2)nn3-c2ccccc2)cc1OC	100	100	102	100	98	95	110	112
CCOC(=O)c1cccnc1Nc1ccc(NC(=O)Nc2cccc(C(F)(F)F)c2)cc1	51	71	75	75	64	71	91	95
CC(=O)Nc1ccc(S(=O)(=O)O)c2ccccc12	99	100	100	106	87	108	115	.
Cc1ccc(N=Nc2ccc(O)c(C)c2)cc1	74	73	94	101	48	86	97	53
Cc1cccc(NC(=O)Nc2ccccc2Cl)n1	102	88	16	112	101	42	103	87
C/C=C(/c1cccnc1)C1c2ccccc2NC1CC (configuration not stated)	93	97	93	90	93	83	93	111
Cc1ccc(O)cc1N(C)C	110	106	106	106	108	100	109	93
COc1ccc(OC)c(/C=C2\CCc3ccccc3C2=O)c1	36	43	50	15	28	44	.	45
Nc1c[nH]c(=S)s1	111	105	115	110	115	100	.	89
C/C=C(\C)CCC(C)(O)CC (configuration not stated)	.	100	.	99	101	115	92	121
COc1cccc(CN(CCC(=O)O)Cc2cccc(OC)c2)c1	104	94	94	109	97	101	109	87
Cc1cc(C)c(C)c(C(=O)CCC(=O)O)c1C	102	100	104	100	.	.	101	103
CCCCC[n+]1ccc(SCC(=O)n2ccc3ccccc32)c2ccccc21	.	102	75	.	75	69	91	58
COc1cc2nc(-c3ccc(Cl)cc3)cc(OCCCN3CCC(O)CC3)c2cc1OC	23	35	57	-48*	58	-25*	63	38
NS(=O)(=O)c1ccc(CCn2c(-c3ccc(Cl)cc3)nc(-c3ccccc3)c2-c2ccccc2)cc1	104	113	102	99	105	92	109	.
O=C1C(Cl)=C(N2CCOCC2)C(=O)N1Cc1ccc(Cl)cc1	106	107	97	101	107	103	96	90
Cc1cc(=O)oc2cc(OCCCCOc3ccc(/C=C/C(=O)Nc4ccc([N+](=O)[O-])cc4)cc3)ccc12	107	112	111	112	101	103	111	130
O=C(O)c1ccc(-n2cc(/C=N/Nc3ccc(F)cc3F)c(-c3ccc(O)cc3)n2)cc1	97	95	93	100	93	100	92	89
CC1(C)CC(=O)c2c(nn(-c3ccc(Br)cc3)c2-c2cn(-c3ccccc3)nc2-c2cccnc2)C1	73	92	93	99	94	77	81	87
C=CC(CO)N1CCCCC1 (configuration not stated)	108	89	125	106	104	99	114	122
O=C(Nc1ccc(Br)cc1)Nc1ccccc1Cl	50	83	71	89	95	57	93	90
CCN1CCCC1CNC1CCN(c2cc(C)nc(N3CCCC3)n2)CC1 (configuration not stated)	95	110	96	106	96	105	97	89
CC(N)(C(=O)O)C1CCCC1 (configuration not stated)	100	87	.	111	96	104	110	93

(listing goes on)
SMILES	RPMI-8226	A549/ATCC	EKVX	M14	CCRF-CEM	UACC-62	HOP-62	HOP-92
O=C1c2ccccc2-c2cc3ccccc3c(=O)n21	86	89	87	103	90	90	71	72
CCN(CC)CCCCCCNc1cc(C)cc2ccc(C)nc12	91	102	99	91	.	57	98	71
COc1ccc([C@@H]2CC(=O)c3c(O)cc(O[C@@H]4OC(CO[C@@H]5OC(C)[C@H](O)C(O)C5O)[C@@H](O)C(O)[C@@H]4O)cc3O2)cc1O (some centres not stated)	107	116	96	102	107	105	102	113
c1ccc(-c2nn(-c3ccccc3)c3c2-c2ccccc2CO3)cc1	91	100	104	110	101	94	118	.
C=C1CCCC(C)(C)[C@@H]1CC/C(C)=C/CC[C@@H]1[C@@]2(C)CCCC(C)(C)C2CC[C@@]1(C)O (some centres not stated)	107	99	111	103	109	98	108	120
COc1cc(/C=C\c2cc(OC)c(OC)c(OC)c2)cc(NC(=O)/C=C/c2cc(OC)c(OC)c(OC)c2)c1OC	45	61	48	38	26	30	64	45
CCN(CC)CCOCC[C@H]1CC[C@H]2[C@@H]3[C@H](C)Cc4cc(OS(N)(=O)=O)ccc4[C@H]3CC[C@]12C	-56*	-90*	-23*	-97*	-27*	-80*	-97*	-88*
COc1ccc(-c2cc(=O)c3ccc4ccccc4c3o2)cc1	105	108	109	108	105	86	103	88
CCOC(=O)CC1CSC(c2cccc(Cl)c2)=N1 (configuration not stated)	104	95	100	101	102	101	111	119
CC[C@H]1OC(=O)[C@H](C)[C@@H](O[C@H]2C[C@@](C)(OC)[C@@H](O)[C@H](C)O2)[C@H](C)[C@@H](O[C@@H]2O[C@H](C)C[C@H](N(C)C)[C@H]2O)[C@](C)(O)C[C@@H](C)C(=O)[C@H](C)[C@@H](O)[C@]1(C)O	99&98	.	103&101	100&89	95&93	100&102	101&96	112&103
CCOC(=O)c1cc(=O)[nH]c(O)c1N=Nc1ccccc1	108	102	112	101	116	122	96	119
CCOC(=O)c1nnn(-c2ccc(Cl)cc2)c1C(F)(F)F	99	75	103	.	92	102	92	89
Brc1cnc2ccccc2c1	.	104	103	98	108	93	100	95
CCCCCCCN(CCCCCCC)CC(O)c1ccc(Br)cc1 (configuration not stated)	50	81	91	84	80	69	77	18
c1ccc(CC2CCN(c3ncnc4sc5c(c34)CCN(Cc3ccccc3)C5)CC2)cc1	68	95	82	87	93	64	100	85
Cc1cc2nc(-c3ccccc3O)[nH]c2cc1C	92	88	92	113	97	87	106	84
c1n[nH]cc1-c1nc2ccc3[nH]ncc3c2c2c1CC1(CC2)COC1	71	96	79	32	30	19	78	92
O=C1OC(c2ccc(-c3ccccc3)cc2)=C/C1=C/c1c(Cl)cccc1Cl	84	11	86	105	-14*	86	76	59
N#CCCc1c[nH]c2ccccc12	93	89	94	95	82	99	82	76
C/C=C/CCCCCCCCCC1CC(=O)OC1=O (configuration not stated)	91	101	90	111	92	91	101	.
COc1ccc(-c2nnc(SCC(=O)N3CCN(c4cc5c(cc4F)c(=O)c(C(=O)O)cn5C4CC4)CC3)n2-c2ccccc2)cc1OC	86	105	97	87	81	102	75	84
COc1ccc2c(c1)C(C)Cc1c(Cl)ncnc1N2C (configuration not stated)	-2.6*	15	12	12	14	0.8*	12	6.9*
CCOCC(=O)O	109	83	100	96	111	89	91	95
CCC(=O)C[n+]1cc2ccccc2c2ccccc21	99	103	97	103	101	95	117	77
OCc1cnc2ccccc2c1NC1CCCCCC1	75	85	79	91	85	82	96	84
O=C(CSc1nc(-c2ccccc2)c(-c2ccccc2)o1)N1CCCCC1	33	93	112	104	48	54	87	53
Cc1ccc(C(=O)Nc2ccc(-n3c(C)nc4c(cnn4-c4ccccc4)c3=O)cc2)cc1	58	66	30	73	46	61	79	93
Clc1ccc(C(/C=C/c2sc(Cl)nc2Cl)=N/Nc2cc(Cl)cc(Cl)c2)cc1	98	103	103	107	94	89	99	93
Cn1cnc2c(=S)nc(N)[nH]c21	136	100	86	106	120	96	98	14
Cc1ccccc1OS(=O)(=O)c1cccc([N+](=O)[O-])c1	106	90	121	104	99	94	86	97
O=C(NC(C(=O)O)C(O)c1ccccc1)C(Cl)Cl (configuration not stated)	112	120	104	110	101	95	111	95
Cc1ccc(C(=O)Nc2ccccc2C(=O)N/N=C/c2cc3ccccc3cn2)cc1	49	.	53	62	26	69	54	79
CC(C)OC(=O)C1OC1(C)c1ccccc1 (configuration not stated)	105	108	107	114	102	102	107	110
CCOC(=O)c1c(C)nc2c(c1N)CC(=O)N2Cc1ccc(C)cc1	87	86	93	102	111	90	84	66
CCCCOC(=O)Oc1ccc(Cl)cc1	105	91	.	97	.	105	100	110
N#Cc1nn(-c2ccccc2)nc1N1CCOCC1	108	97	72	109	102	94	101	103
CCN(CC)CC(c1ccccc1)C(O)(c1ccccc1)c1ccccc1 (configuration not stated)	.	92	95	84	.	105	86	.
COc1ccc(/C=C2\SC(=S)N(NC(=O)C(C)c3ccc(CC(C)C)cc3)C2=O)cc1 (configuration not stated)	96	101	102	101	104	93	116	104
CCOC(=S)SCCSC	103	95	.	107	103	109	108	112
C/C(=N\NC(=O)Cn1c(C(C)C)nc2ccccc21)c1ccccc1	95	94	101	94	84	87	100	82
Brc1ccc(-c2nocc2-c2c[nH]c3ccccc23)cc1	97	95	.	97	77	102	116	96
CCCNCCOC(=O)c1ccc(OCCC)c(N)c1	102	64	96	101	91	100	81	98
CS(=O)(=O)c1ccc(-c2nn(-c3ccc(F)cc3)cc2/C=N/NC(=O)c2nc(N)n[nH]2)cc1	111	106	93	.	102	90	101	100

Screening data deposited in PubChem BioAssay by NCI.
